# Screening data: PubChem BioAssay, National Center for Advancing Translational Sciences (NCATS)
# GLS inh – glutaminase GLS (human) inhibition | GLS enzymatic activity, qHTS titration | Potency, µM (series often up to 45.5 µM), for inactives: at the top dose activity change, negative = inhibition, actives largely listed as inhibitors | 410,000 compounds, 0.21% hits | AID 624170; further: potency means the concentration at half of the fitted maximal effect
#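 Enzyme dispensed in phosphate buffer (45 mM, pH 8.2, 0.02% Tween-20), compounds pinned in, then 1 mM L-glutamine solution and the glutamate oxidase–HRP–Amplex Red mix added; fluorescence read immediately and again after 30 min at room temperature.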
# rTrxR1 inhibitor – rat TrxR1 inhibition; O89049; recombinant rTrxR1, NADPH fluorescence consumption, selenite substrate; Potency, µM (series often up to 114 µM), inactives show top-dose activity change, negative = inhibition, actives largely listed as inhibitors; 390,000 compounds, 1% hits; AID 588453; further: potency means the concentration at half of the fitted maximal effect; nearly all actives have a fitted effect of over 65% in size
# Target sequence (O89049 whole entry, looked up): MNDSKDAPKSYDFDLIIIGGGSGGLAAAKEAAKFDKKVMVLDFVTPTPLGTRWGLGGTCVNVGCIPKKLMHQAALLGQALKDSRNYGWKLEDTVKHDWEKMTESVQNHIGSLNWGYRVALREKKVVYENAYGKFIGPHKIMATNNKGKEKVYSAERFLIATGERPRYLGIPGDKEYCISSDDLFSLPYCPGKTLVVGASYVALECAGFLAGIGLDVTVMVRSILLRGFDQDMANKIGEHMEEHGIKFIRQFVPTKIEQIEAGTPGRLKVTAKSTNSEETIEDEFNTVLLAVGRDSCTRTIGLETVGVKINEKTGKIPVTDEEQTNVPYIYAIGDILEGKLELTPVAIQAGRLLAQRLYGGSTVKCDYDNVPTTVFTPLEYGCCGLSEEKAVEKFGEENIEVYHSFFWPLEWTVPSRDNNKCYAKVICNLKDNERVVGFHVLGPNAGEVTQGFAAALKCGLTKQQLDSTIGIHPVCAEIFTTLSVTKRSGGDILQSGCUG
#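 Rat TrxR1 (90 nM in the dispensed reagent) was pre-reduced with 400 uM NADPH for 5 min at room temperature, then incubated with compound for 15 min. After 400 uM selenite was added, NADPH fluorescence (Ex 340/Em 450 nm) was followed for 8 min.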
# TrxR1 substrate – substrates of rat thioredoxin reductase 1. 390,000 compounds, 0.01% hits. AID 588456. purified TrxR1 substrate turnover, NADPH consumption readout. Potency, µM (titrated, usually from 114 µM), for inactives: at the top dose activity change, negative = substrate turnover; further: potency means the concentration at half of the fitted maximal effect; nearly all actives have a fitted effect of over 50% in size
#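 Rat TrxR1, dispensed at 90 nM, was prereduced with 400 uM NADPH (final) for 5 min at ~22 deg C, then incubated with compound 15 min before 400 uM selenite. A first-read NADPH fluorescence drop versus no-compound background flagged substrates.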
# PI4K2A block – PI4K2A (human) kinase inhibition | AID 1346378 | 420,000 compounds, 0.13% hits | purified PI4K2A, ADP-Glo luminescence, 1 h; hits give low values | Q9BTU6 | activity change, negative = inhibition, % at 76.9 µM; in the data active means activity change below about -50%; inconclusive means mostly about -30% to -49%;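 further: -100% = wells without enzyme as full effect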
# Target sequence (Q9BTU6 whole entry, looked up): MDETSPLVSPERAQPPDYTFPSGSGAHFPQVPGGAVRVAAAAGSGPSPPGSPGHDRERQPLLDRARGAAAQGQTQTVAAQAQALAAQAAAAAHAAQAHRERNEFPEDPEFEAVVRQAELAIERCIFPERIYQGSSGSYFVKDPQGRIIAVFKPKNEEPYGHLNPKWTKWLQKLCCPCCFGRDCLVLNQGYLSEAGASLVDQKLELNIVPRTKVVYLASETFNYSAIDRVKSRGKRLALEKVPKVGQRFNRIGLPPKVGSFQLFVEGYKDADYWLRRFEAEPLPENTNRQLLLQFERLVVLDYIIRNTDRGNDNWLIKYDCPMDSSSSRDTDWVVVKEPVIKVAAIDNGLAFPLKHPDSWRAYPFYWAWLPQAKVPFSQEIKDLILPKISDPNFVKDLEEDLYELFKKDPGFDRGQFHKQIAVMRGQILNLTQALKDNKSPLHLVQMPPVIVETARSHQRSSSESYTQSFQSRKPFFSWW
#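 PI4K2A activity was measured by ADP-Glo luminescence: enzyme (4 ug/mL stock) and phosphatidylinositol (1.2 mM stock) in Tris pH 7.5/MgCl2/EGTA/Triton X-100 buffer were reacted with ATP (300 microM stock) for one hour at ambient temperature.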
# Starred values were filed as active, the others as inactive; u = inconclusive; x = not tested or not shown; & = joins results of further samples; [ ] = remark or other dose. Unless noted, the call rests on the fitted dose curve; in most records, active means well fitted curve in the direction sought with a large enough effect; inconclusive means small, poorly fitted or top-dose-only effect, or another doubt; inactive means no such curve, though single readings can be large; an effect the other way counts as inactive or inconclusive. Unless noted, on the % scale 0 is the no-effect control and ±100 the full control effect. Only part of the results is shown; the hit share may differ from the screen's.
SMILES,GLS inh,rTrxR1 inhibitor,TrxR1 substrate,PI4K2A block
Nc1cc(N)cc(N)c1,x,39.8µM*,25.1µM*,x
C=C[C@@H]1c2cc(C)ccc2N(S(=O)(=O)c2ccc(C)cc2)[C@H](c2ccc(C(C)(F)F)cc2)C1(C#N)C#N,x,28.8%,4.9%,x
Cc1cc(C)c2cccnc2c1O,x,-4.4%,-0.6%,x
CCc1ccc(NC(=O)CSc2nnc(-c3ccc(N)cc3)n2C)cc1,x,17.1%,0.7%,x
O=C(Nc1ccc(Br)cn1)c1cnn2c1NC(=C1CC1)C=C2C(F)F,x,0.9%,7.1%,x
COc1cccc(Cn2cnc3c(cnn3C(C)(C)C)c2=O)c1,x,18.1%,0.8%,x
CC(C)(C)n1ncc2c(=O)n(Cc3c(Cl)cccc3Cl)cnc21,x,6.2%,-0.6%,x
O=[N+]([O-])c1ccccc1/C=C/c1ccnc2ccccc12,x,7.3%,-7.1%,x
O=C(O)c1ccc(NC(=O)c2cc3c([nH]c2=O)CCCC3=O)cc1,x,4.8%,-1.6%,x
O=C1CCC[C@@H]2[C@@H](Cc3ccccc3)[C@@H](Nc3ccccc3)C[C@@H]3CCN1[C@@H]32,x,7.7%,-0.3%,x
COc1cc2ncnc(N3CCN(C(=O)Nc4ccc(Oc5ccccc5)cc4)CC3)c2cc1OC,x,3.0%,-2.5%,x
Cc1ccccc1NC(=O)c1ccccc1OCC(=O)Nc1ccc(Br)cc1,x,-23.7%,-8.2%,x
CCCCCc1cc[n+](CC(=O)c2ccccc2)cc1,x,2.2%,10.2%[0.0914 µM],x
COc1cc(/C=C2/C=Cc3ccccc32)ccc1N(C)C,x,u,-9.9%,x
COc1ccc(CN2[C@@H](CC(=O)O)c3ccc(/C=C/C(=O)O)cc3S2(=O)=O)cc1,x,5.0%,3.5%,x
COc1ccc(CCNC[C@@H](O)c2ccc(O)cc2)cc1OC,70.5%[activator],3.6%,x,x
CN=C(N)NCCCC(N)C(=O)O (stereo unspecified),6.2%,3.0%,x,x
CC(C)(C)[C@]1(O)CCN2CC3c4ccccc4CCc4cccc(c43)[C@@H]2C1 (stereo partly specified),62.7%[activator],-1.3%&-5.5%,x,x
Cc1cc(=O)[nH]c(SCC(=O)Nc2ccc(F)c(F)c2)n1,x,x,x,3.0
Cc1ccccc1C(=O)Nc1ccc(C(=O)N2CCCC(N(C)C)c3ccccc32)cc1 (stereo unspecified),x,x,x,-1.6
CCOC(=O)CNC(=O)CSc1nc2ccccc2c(=O)n1-c1ccc(Cl)cc1,x,x,x,-4.5
COc1ccc(CN2CN3Cc4cc(OC)ccc4C3CS2(=O)=O)cc1 (stereo unspecified),x,x,x,1.2
C=CCn1c(SCC(=O)c2ccc(F)cc2)nnc1-c1ccc(F)cc1,x,x,x,-2.1
CCCCCCCCN1C(=O)[C@@H](CC(=O)N2CCN(C(=O)C3CC3)CC2)C[C@@]2(C(=O)OC)C1=C[C@H](C(C)C)O[C@@H]2C1CC1,x,x,x,-0.4
CN1C(=O)C[C@@](C#N)(C(=O)NCc2ccccc2)[C@H]1c1ccccc1,x,x,x,1.1
CC(=O)C1(C(=O)NC2CCCC2)CC(c2ccccc2C(F)(F)F)=NO1 (stereo unspecified),x,x,x,3.7
COc1ccc(S[C@]2(C(=O)N3CCOCC3)CC(=O)N(C(=O)C3CC3)[C@@H]2c2ccc(OC)cc2)cc1,x,x,x,4.7
CC(C)(C)OC(=O)NCc1cc(F)ccc1/C=C/S(=O)(=O)NCc1ccccc1,x,x,x,-7.7
COCCCNC(=O)Cn1nc(Cc2ccncc2)c2ccccc2c1=O,x,x,x,3.7
CS(=O)(=O)c1nc(-c2ccc(Br)cc2)cs1,x,x,x,-4.0

# Looked up above.
# `CC(C)(C)OC(=O)NCc1cc(F)ccc1/C=C/S(=O)(=O)NCc1ccccc1` – PI4K2A block: -7.7
# `CCOC(=O)CNC(=O)CSc1nc2ccccc2c(=O)n1-c1ccc(Cl)cc1` – PI4K2A block: -4.5
# `C=CCn1c(SCC(=O)c2ccc(F)cc2)nnc1-c1ccc(F)cc1` – PI4K2A block: -2.1
# `CCCCCCCCN1C(=O)[C@@H](CC(=O)N2CCN(C(=O)C3CC3)CC2)C[C@@]2(C(=O)OC)C1=C[C@H](C(C)C)O[C@@H]2C1CC1` – PI4K2A block: -0.4
# `CS(=O)(=O)c1nc(-c2ccc(Br)cc2)cs1` – PI4K2A block: -4.0

# Continued.
SMILES,GLS inh,rTrxR1 inhibitor,TrxR1 substrate,PI4K2A block
CCCCNC(=O)C1C(c2ccc(C(F)(F)F)cc2)=Nc2ccccc2N1C(=O)c1ccc2nc(C)[nH]c2c1 (stereo unspecified),x,x,x,-3.4
O=C(CN1CCc2onc(-c3ccc(-n4cc(COc5ccc([N+](=O)[O-])cc5)nn4)cc3)c2C1=O)N1CCOCC1,x,x,x,-1.1
O=C(CCc1nc(-c2ccccc2F)no1)NCCc1ccccc1F,x,x,x,-3.4
OC(c1ccccc1)(c1ccccc1)C1CCN(CCCNc2ccc(C(F)(F)F)cc2)CC1,x,x,x,-4.9
O=C(CCc1ccccc1)N[C@H]1[C@H](OCc2ccccc2)CCC[C@@]12C(=O)N(Cc1ccccc1)c1ccc(-c3ccsc3)cc12,x,x,x,-28.1
COc1ccc(-c2cc(C(=O)NN=C/C(C)=C/c3ccccc3)[nH]n2)cc1,x,x,x,-1.6
Brc1cccc(Cn2ccc3ccc(-c4ccc5ccn(Cc6cccc(Br)c6)c5c4)cc32)c1,x,x,x,6.4
CN1[C@H](Cc2ccccc2)COc2cccc(N3CCCC3)c2S1(=O)=O,x,x,x,2.0
C[C@@H]1[C@H](c2ccccc2)OC(O)([C@H](Cc2ccccc2)NC(=O)OC(C)(C)C)CN1C (stereo partly specified),x,x,x,-6.0
CN[C@H]1C[C@H]2c3[nH]c4c(-c5cccc(C)c5)cccc4c3CCN2C(=O)[C@H]1[C@H](C)O,x,x,x,4.3
COc1ccc(C=Nn2c(-c3ccc(F)cc3)n[nH]c2=S)c(OC)c1OC,x,x,x,-3.4
CN(CCOC(=O)c1cc2ccccc2o1)C1CN(Cc2cn(Cc3ccc([N+](=O)[O-])cc3)nn2)S(=O)(=O)C1 (stereo unspecified),x,x,x,1.3
COC(=O)[C@]12C[C@H](CC(=O)NCc3cccs3)C(=O)N(Cc3ccc(Cl)cc3Cl)C1=C[C@H](C1CCCC1)O[C@@H]2C,x,x,x,-2.0
COC(=O)c1cc(S(N)(=O)=O)ccc1OC,x,x,x,2.6
O=C(OC12CCCN(C1)/C(=C/c1cccnc1)C2)c1cccc(F)c1 (stereo unspecified),x,x,x,-1.5
O=C(Nc1c(-c2ccccc2)[nH][nH]c1=O)c1cccs1,x,x,x,-18.0
c1ccc(-c2c[nH]c3ccc(OCCN4CCOCC4)c(-c4ccccc4)c23)cc1,x,x,x,1.4
O=C(NCCCc1ccccc1)[C@H](Cc1c[nH]c2ccccc12)NC1(C(=O)NCCc2c[nH]c3ccccc23)CCC1,x,x,x,-2.0
O=C(C1CC1)N1CCc2cc(Br)c(S(=O)(=O)NCCCN3CCCCC3)cc21,x,x,x,3.1
O=C(N[C@@H]1CC[C@@H](CCNC(=O)C2CCOCC2)O[C@@H]1CO)c1ccncc1,x,x,x,-4.3
COc1cc(/C=C/C(=O)c2ccccc2)cc(OC)c1OC,x,x,x,-1.5
O=C(NCc1cccs1)C1CCN(S(=O)(=O)c2cccc3ccccc23)CC1,x,x,x,0.0
CC(C)C(=O)N1CC[C@H]2[C@H](CCCN2Cc2ccccc2)C1,x,x,x,0.7
CCCCCCCCN1C(=O)[C@@H](CC(=O)N2CCC(c3ccccc3)CC2)C[C@@]2(C(=O)OC)C1=C[C@H](COCc1ccccc1)O[C@@H]2C,x,x,x,4.1
Cc1onc(-c2ccccc2)c1C(=O)Cl,x,x,x,-3.7
Cc1ccc(NC(=O)OCCCN2C(=O)CCC23CCC(C)CC3)cc1 (stereo unspecified),x,x,x,-4.3
CN[C@H]1C[C@H]2c3[nH]c4c(-c5cccc(C)c5)cccc4c3CCN2C[C@H]1[C@H](C)O,x,x,x,2.2
CC(C)(C)NC(=O)C(c1ccccc1)n1c(-c2ccc(-c3ccccc3)cc2)nc2ccccc21 (stereo unspecified),x,x,x,-6.6
CCOC(=O)[C@@]12CCC3=C1N(CCC3)C(=O)[C@H](CC(=O)N1CCCCC1)C2,x,x,x,-1.6
COc1ccc(NC(=O)CSc2nnc(-c3cccs3)o2)cc1Cl,x,x,x,0.5

# Reprinted from the part before: four entries, followed by the next part.
SMILES,GLS inh,rTrxR1 inhibitor,TrxR1 substrate,PI4K2A block
CN[C@H]1C[C@H]2c3[nH]c4c(-c5cccc(C)c5)cccc4c3CCN2C[C@H]1[C@H](C)O,x,x,x,2.2
CC(C)(C)NC(=O)C(c1ccccc1)n1c(-c2ccc(-c3ccccc3)cc2)nc2ccccc21 (stereo unspecified),x,x,x,-6.6
CCOC(=O)[C@@]12CCC3=C1N(CCC3)C(=O)[C@H](CC(=O)N1CCCCC1)C2,x,x,x,-1.6
COc1ccc(NC(=O)CSc2nnc(-c3cccs3)o2)cc1Cl,x,x,x,0.5
COc1ccc(CCC[C@@H](CCC(=O)N(c2ccccc2)c2ccccc2)CCc2ccccc2)cc1,x,x,x,1.2
COC(=O)[C@]12C[C@H](CC(=O)NCc3ccc(OC)c(OC)c3)C(=O)N(CCc3ccc(OC)c(OC)c3)C1=C[C@H](C1CCCC1)O[C@@H]2C,x,x,x,-3.4
COC(=O)[C@@]12CCCCC3=C1N(CCC3)C(=O)[C@H]2CC(=O)N1CCCCC1,x,x,x,-1.9
Cc1ccc(S(=O)(=O)N2[C@@H](Cc3ccccc3)CO[C@H]2CC(=O)c2ccccc2)cc1,x,x,x,0.6
NC(=O)NC1N=C([O][Al])NC1=O (stereo unspecified),x,x,x,2.1
CCOC(=O)C1(Cc2ccccc2)CCN(Cc2ccc(C(F)(F)F)cc2)CC1,x,x,x,0.6
COC(=O)[C@]12C[C@H](CC(=O)NCc3cccs3)C(=O)N(CCC3=CCCCC3)C1=C[C@H](C1CCCC1)O[C@@H]2C,x,x,x,1.2
Nc1sccc1C(=O)NCCN1CCOCC1,x,x,x,4.4
CC(=O)OCCN1CCCC12CCC(c1ccccc1)CC2 (stereo unspecified),x,x,x,-0.3
CCOC(=O)[C@]12CCCCC/C=C\1N(Cc1ccc(OC)cc1)C(=O)[C@H]2CC(=O)NCCCN1CCCC1=O,x,x,x,-1.9
COC(=O)[C@]12C[C@H](CC(=O)NCC3CCCCC3)C(=O)N(Cc3cccc4ccccc34)C1=C[C@H](COCc1ccccc1)O[C@@H]2C,x,x,x,-2.9
COC(=O)[C@]12C=CCN1[C@H](c1ccc(Cl)cc1)c1c(c3ccccc3n1S(=O)(=O)c1ccc(C)cc1)C2,x,x,x,-4.6
COC(=O)[C@]12C[C@H](CC(=O)N3CCN(C(=O)c4ccco4)CC3)C(=O)N(CCc3ccc(OC)c(OC)c3)C1=C[C@H](COCc1ccccc1)O[C@@H]2C,x,x,x,1.6
C[C@@H]1COc2cc(N3CCSCC3)ccc2S(=O)(=O)N1C,x,x,x,-0.6

# An excerpt from above in order of molar mass, rising.
SMILES,GLS inh,rTrxR1 inhibitor,TrxR1 substrate,PI4K2A block
CC(=O)OCCN1CCCC12CCC(c1ccccc1)CC2 (stereo unspecified),x,x,x,-0.3
CCOC(=O)[C@]12CCCCC/C=C\1N(Cc1ccc(OC)cc1)C(=O)[C@H]2CC(=O)NCCCN1CCCC1=O,x,x,x,-1.9
COC(=O)[C@]12C[C@H](CC(=O)N3CCN(C(=O)c4ccco4)CC3)C(=O)N(CCc3ccc(OC)c(OC)c3)C1=C[C@H](COCc1ccccc1)O[C@@H]2C,x,x,x,1.6

# Rewritten tab-delimited: entries from further up
SMILES	GLS inh	rTrxR1 inhibitor	TrxR1 substrate	PI4K2A block
COC(=O)[C@]12C[C@H](CC(=O)N3CCN(C(=O)c4ccco4)CC3)C(=O)N(CCc3ccc(OC)c(OC)c3)C1=C[C@H](COCc1ccccc1)O[C@@H]2C	x	x	x	1.6
C[C@@H]1COc2cc(N3CCSCC3)ccc2S(=O)(=O)N1C	x	x	x	-0.6
